BAZ2B block – qHTS Assay for Inhibitors of BAZ2B | Potency, µM (top dose mostly 114 µM), inactives show top-dose activity change, negative = inhibition, actives largely listed as inhibitors | AlphaScreen BAZ2B-H3K14Ac peptide displacement | 360,000 tested, 4.4% active | Bromodomain adjacent to zinc finger domain protein 2B (Homo sapiens), Q9UIF8; also: potency is read from the fitted curve at half-maximal effect; % is scaled to controls: 0 for no effect and ±100 for the full control effect; nearly all actives have a fitted effect of over 60% in size
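Inhibition is scored as reduced AlphaScreen emission. The BAZ2B/b-H3(5-23)K14Ac complex (50 nM each) in PBS pH 7.4, 0.01% Tween-20 meets compound (up to 110 uM) for 30 min at RT before bead addition.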
HP1b chromo inh – HTS for Inhibitors of HP1-beta Chromodomain Interactions with Methylated Histone Tails; Chromobox protein homolog 1 (Homo sapiens), P83916; AlphaScreen HP1-beta / biotin-H3K9me3 peptide binding; Potency, µM (titrated, usually from 114 µM), inactives show at the top dose activity change, negative = inhibition, usual class: inhibitors; 390,000 tested, 0.56% active; AID 540317, 2011; also: potency is read from the fitted curve at half-maximal effect; nearly all actives have a fitted effect of over 70% in size; inactives centre near 23
Target sequence (P83916 whole entry, looked up): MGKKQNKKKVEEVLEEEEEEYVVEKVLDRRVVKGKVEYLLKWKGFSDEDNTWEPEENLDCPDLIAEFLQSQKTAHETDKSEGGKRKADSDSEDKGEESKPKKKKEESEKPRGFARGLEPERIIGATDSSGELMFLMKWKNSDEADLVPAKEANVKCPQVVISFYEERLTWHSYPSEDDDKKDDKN
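Compound inhibition of the preformed complex between 50 nM HP1-beta and 50 nM biotinylated H3K9me3 peptide was read by AlphaScreen. Buffer was PBS pH 7.4 with 0.01% Tween-20. Incubations ran 30 min at room temperature, with 10 ug/mL donor/acceptor beads.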
PI4K2A inh – qHTS for small molecular inhibitors of PI4K2A; Phosphatidylinositol 4-kinase type 2-alpha (Homo sapiens), Q9BTU6; purified PI4K2A, ADP-Glo luminescence, 1 h; active compounds read low; activity change, negative = inhibition, % at 76.9 µM; 420,000 tested, 0.13% active; AID 1346378, 2018; in the data active = activity change below about -50%; inconclusive = mostly about -30% to -49%;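 also: -100% = wells without enzyme as full effect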
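In this quantitative HTS, ADP production by PI4K2A was quantified luminescently after 1 h at ambient temperature; 100 microM adenosine served as plate-quality control.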
JMJD2A Tudor – qHTS Assay for Inhibitors of JMJD2A-Tudor Domain | 390,000 tested, 4.4% active | Potency, µM (highest dose often 114 µM), without a hit: top-dose activity change, negative = inhibition, actives largely listed as inhibitors | Lysine-specific demethylase 4A (Homo sapiens), O75164 | AlphaScreen JMJD2A-Tudor / H3K4me3 peptide binding | AID 504339, 2011; also: potency is read from the fitted curve at half-maximal effect; % is scaled to controls: 0 for no effect and ±100 for the full control effect; nearly all actives have a fitted effect of over 50% in size
G9a block – qHTS Assay for Inhibitors of Histone Lysine Methyltransferase G9a; G9a H3K9 monomethylation, AlphaScreen, 2 h; 350,000 tested, 8.8% active; AID 504332, 2011; Potency, µM (titrated, usually from 102 µM), without a hit: at the top dose activity, negative = inhibition, usual class: inhibitors; Histone-lysine N-methyltransferase EHMT2 (Homo sapiens), Q96KQ7; also: potency is read from the fitted curve at half-maximal effect; % is scaled to controls: 0 for no effect and ±100 for the full control effect; nearly all actives have a fitted effect of over 75% in size
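G9a (20 nM) preincubated 15 min RT with compounds, then 500 nM biotinylated H3K9 peptide and 20 uM SAM added; 2 h RT reaction. Monomethyl-H3K9 product detected by AlphaScreen with anti-H3K9me1 antibody, streptavidin donor and anti-rabbit IgG acceptor beads.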
ALOX12 inh – Primary qHTS assay for inhibitors of human arachidonate 12S-lipoxygenase (ALOX12): Round 2; Polyunsaturated fatty acid lipoxygenase ALOX12 (Homo sapiens), P18054; 580,000 tested, 1.1% active; purified 12hLO, xylenol orange hydroperoxide absorbance; Potency, µM (doses to about 108 µM), for inactives: top-dose activity change, negative = inhibition, hits mostly inhibitors; AID 1671190, 2021; also: potency is read from the fitted curve at half-maximal effect; % is scaled to controls: 0 for no effect and ±100 for the full control effect
Target sequence (P18054 whole entry, looked up): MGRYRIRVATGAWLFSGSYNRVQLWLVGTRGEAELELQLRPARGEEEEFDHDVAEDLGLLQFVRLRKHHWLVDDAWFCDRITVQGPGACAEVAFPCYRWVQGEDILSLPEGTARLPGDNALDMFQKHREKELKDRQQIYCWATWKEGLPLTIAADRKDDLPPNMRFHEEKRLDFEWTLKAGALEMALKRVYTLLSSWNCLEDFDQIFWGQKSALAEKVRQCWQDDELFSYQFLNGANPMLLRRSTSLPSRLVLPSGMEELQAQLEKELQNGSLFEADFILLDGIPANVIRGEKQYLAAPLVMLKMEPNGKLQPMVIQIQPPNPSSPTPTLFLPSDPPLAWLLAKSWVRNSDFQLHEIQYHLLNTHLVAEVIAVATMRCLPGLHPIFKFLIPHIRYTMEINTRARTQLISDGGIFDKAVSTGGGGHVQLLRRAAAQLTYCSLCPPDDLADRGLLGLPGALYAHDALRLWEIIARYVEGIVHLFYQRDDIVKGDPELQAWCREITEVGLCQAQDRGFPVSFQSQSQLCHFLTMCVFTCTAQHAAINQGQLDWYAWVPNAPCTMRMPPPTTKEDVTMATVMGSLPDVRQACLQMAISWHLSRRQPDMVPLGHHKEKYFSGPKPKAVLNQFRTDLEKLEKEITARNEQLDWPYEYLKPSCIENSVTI
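Purified human 12hLO at 150 nM in 25 mM Hepes, 0.01% Triton X-100, pH 7.0, preincubated 15 min at room temperature with compound. Reaction started with 40 uM arachidonic acid, 30 min at room temperature. Hydroperoxide measured by Fe-xylenol orange, 573/405 nm absorbance ratio.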
ERG-DNA inh – qHTS for Small Molecule Inhibitors of the ERG Ets/DNA interaction. Transcriptional regulator ERG (Homo sapiens), P11308. fluorescence polarization, His-ERG Ets domain / labelled DNA. Potency, µM (highest dose often 76.9 µM), for the others: at the top dose FP activity, negative = inhibition, most hits filed as inhibitors. 370,000 tested, 0.028% active; active = well fitted inhibition curve with a large enough effect in the polarisation, with a control signal flat; inconclusive = small, poorly fitted or top-dose-only effect, or effect the other way, or a change in a side signal; inactive = no such curve, though single readings can be large or run the other way; the % refers to the polarisation;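 also: polarization taken with two DNA probes labelled with fluorescein and Texas red; potency is read from the fitted curve at half-maximal effect; % of control where 0% means no effect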
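His-tagged ERG Ets domain (1 uM in the protein solution; 300mM KCl, 50mM Tris-HCl, 1mM EDTA, 1mM DTT, pH 7.5) received compound, then a probe mix of 5 nM fluorescein-DNA and 100nM Texas-615-DNA. Fluorescence polarization was read for both dyes.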
RGS4 inhibitor – Inhibitors of Regulator of G Protein Signaling (RGS) 4: qHTS. Regulator of G-protein signaling 4 (Homo sapiens), P49798. Transcreener GDP fluorescence polarization, RGS4-accelerated GTP hydrolysis. Potency, µM (top dose mostly 114 µM), for the others: top-dose activity change, negative = inhibition, most hits filed as inhibitors. 390,000 tested, 0.039% active. AID 504845, 2011; also: potency is read from the fitted curve at half-maximal effect; % is scaled to controls: 0 for no effect and ±100 for the full control effect; nearly all actives have a fitted effect of over 75% in size; some results filed as inactive show a strong effect at the top dose
Target sequence (P49798 whole entry, looked up): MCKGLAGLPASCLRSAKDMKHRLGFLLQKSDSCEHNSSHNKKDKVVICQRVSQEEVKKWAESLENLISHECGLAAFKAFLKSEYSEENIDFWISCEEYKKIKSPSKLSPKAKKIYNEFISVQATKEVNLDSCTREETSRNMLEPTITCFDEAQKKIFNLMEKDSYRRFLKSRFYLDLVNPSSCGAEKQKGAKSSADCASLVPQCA
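MLSMR compounds (23 nl, pin-transferred) preincubated 10 min at room temperature with a 500nM (2x) first reagent, then RGS4 at 900nM (2x) plus Transcreener GDP mix added; fluorescence polarization (620/688 nm) read before and after 90 min at 30 °C.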
GLS inhibitor – qHTS for Inhibitors of Glutaminase (GLS) | Potency, µM (titrated, usually from 45.5 µM), without a hit: at the highest dose activity change, negative = inhibition, usual class: inhibitors | GLS enzymatic activity, qHTS titration | Glutaminase kidney isoform, mitochondrial (Homo sapiens), O94925 | 410,000 tested, 0.21% active; also: potency is read from the fitted curve at half-maximal effect; % is scaled to controls: 0 for no effect and ±100 for the full control effect
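hKGA; 45 mM KH2PO4 pH 8.2 + 0.02% Tween-20; cpd via pin tool; 1 mM Gln soln; GluOx/HRP/Amplex Red; RT 30 min; fluor. t0 & final.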
* hit, by the source's call; u = inconclusive; x = no result given; & = joins results of further samples; [ ] = another dose, or the depositor's remark. Unless noted, calls follow the shape of the dose curve; as a rule, active = well fitted curve in the direction sought with a large enough effect; inconclusive = small, poorly fitted or top-dose-only effect, or another doubt; inactive = no such curve, though single readings can be large; an effect the other way counts as inactive or inconclusive. The list is partial; rates above refer to the full screens.

#1 COc1ccc(C2(C)NC(=O)N(CC(=O)Nc3ccc(Br)c(C)c3)C2=O)cc1OC (stereo unspecified)
#2 CC(=O)Nc1ccccc1C(=O)C(=O)Nc1ccc(C)c(F)c1
#3 CCCCC(=O)OC1CCC2C3CCc4cc(O)ccc4C3CCC12C (stereo unspecified)
#4 O=C(Nc1ccc(C(=O)N2CCCCC2)cc1)c1ccccc1Cl
#5 COc1ccccc1N(C)S(=O)(=O)c1ccc(C)c(C(=O)NC(C)c2ccccn2)c1 (stereo unspecified)
#6 O=C(N/N=C/c1cccs1)c1cccc(S(=O)(=O)Nc2ccc(Cl)cc2)c1
#7 Cn1cc(S(=O)(=O)c2ccccc2)n(C)c1=O
#8 Cc1cc2c(ncn2C)c(NS(=O)(=O)c2cc(Cl)ccc2Cl)c1C

screen / no.,1,2,3,4,5,6,7,8
BAZ2B block,-23%,-10%,x,4%,-3%,-13%,-15%,11%
HP1b chromo inh,16%,20%,26%,25%,12%,37%,50%[activator],35%
PI4K2A inh,-1,0,3,-10,-2,2,1,-6
JMJD2A Tudor,-20%,-8%,-35%,-6%,-13%,5%,2%[57.1 µM],-10%
G9a block,-13%,u,x,54%[activator],-47%[12.7 µM],8%[12.7 µM],10%,8.9µM*
ALOX12 inh,-64%,1%,u,-1%,27%,-17%,-8%,38%[activator]
ERG-DNA inh,11%,-1%,3%,3%,17%,3%,11%,-5%
RGS4 inhibitor,-17%,15%,10%,-11%,-29%,-8%,-20%,25%
GLS inhibitor,19%,1%,15%,3%,12%,0%,-3%,24%

#9 O=C(OCc1cc(Cl)ccc1OC(F)F)c1cccnc1
#10 CSc1sc(-c2nnc(SCC(=O)Nc3ccc(Cl)cc3)n2C)c2c1C=CCC2
#11 N#Cc1c(-c2ccc(Cl)cc2)n(O)c2ccccc12
#12 Cc1nc2ccccc2nc1OCc1cccc(Cl)c1
#13 COc1ccc(/C(C)=N/Nc2ccc(F)cc2F)c(O)c1
#14 O=C(/C=C/c1ccccc1)Nn1cnc2ccccc2c1=O
#15 CC(c1ccco1)N(C(=O)c1cccc(Br)c1)c1ccccn1 (stereo unspecified)
#16 CCC(CC)C(=O)Nc1cccc(C(=O)NCCc2ccc(S(N)(=O)=O)cc2)c1

screen / no.,9,10,11,12,13,14,15,16
BAZ2B block,-4%,1%,x,0%,-16%,-3%,-16%,2%
HP1b chromo inh,18%,29%,-3%,19%,26%,u,29%,21%
PI4K2A inh,3,4,1,2,1,6,-2,4
JMJD2A Tudor,-2%,-20%,-31%,1%,-14%,u,-11%,-3%
G9a block,14%,4%,x,6%[59 µM],2.5µM*,36%[59 µM],u,-6%
ALOX12 inh,u,136%[activator],x,0%,-26%,-9%,14%,-4%
ERG-DNA inh,3%,12%,2%,3%,-10%,84%[activator],-4%,-2%
RGS4 inhibitor,-22%,19%,14%,-45%,13%,-8%,-21%,15%
GLS inhibitor,14%,2%,17%,-2%,-6%,7%,2%,-1%

#17 COC(=O)c1ccc(NC(=O)CN2C(=O)C3C4C=CC(C4)C3C2=O)cc1 (stereo unspecified)
#18 COC(=O)c1sccc1NC(=O)C1CCCCC1C(=O)O (stereo unspecified)
#19 c1ccc(Nc2nnc(-c3cccc4ccccc34)o2)cc1
#20 Cc1cccc(C)c1N1CCN(C(=O)c2ccc3c(c2)OCO3)CC1
#21 COc1cc(OC)c(NC(=O)C(c2ccccc2)N2Cc3ccccc3C2=O)cc1Cl (stereo unspecified)
#22 CCOC(=O)c1[nH]c(C)c(C(=O)NCCCN2CCOCC2)c1C
#23 Cc1ccc(NC(=O)c2c(C)oc3ncnc(N4CCCCC4)c23)c(C)c1
#24 COc1ccc(S(=O)(=O)N2CCOCC2)cc1NC(=O)CNC(=O)c1cccs1

screen / no.,17,18,19,20,21,22,23,24
BAZ2B block,8%,0%,-11%,-4%,u,6%,-4%[57.1 µM],-5%
HP1b chromo inh,0%,32%,-5%,12%,8%,20%,-12%,36%
PI4K2A inh,-3,-2,-2,0,2,12,-4,1
JMJD2A Tudor,4%,-12%,-10%,-8%,-33%,-8%,-25%,3%
G9a block,15%,-2%,-4%,x,u,-3%[2.33 µM],-4%[59 µM],17%[12.7 µM]
ALOX12 inh,18%,-7%,2%,u,-11%,12%,-6%,-8%
ERG-DNA inh,-3%,-1%,-4%,-7%,-2%,-5%,1%,0%
RGS4 inhibitor,48%,-27%[56.9 µM],0%,7%,3%,-9%,2%,16%
GLS inhibitor,3%,2%,10%,0%,-6%,-2%,4%,-1%

#25 COC(=O)c1c(N)n(-c2ccc(OC)c(OC)c2)c2nc3ccccc3nc12
#26 O=C(CSc1nc(-c2ccc(F)cc2)[nH]c1-c1ccccc1)NCC1CCCO1 (stereo unspecified)
#27 COc1ccc(C2CC(c3ccccc3)Nc3ncnn32)cc1 (stereo unspecified)
#28 COc1cccc(C(c2nnnn2Cc2ccccc2)N2CCN(C(=O)c3ccco3)CC2)c1OC (stereo unspecified)
#29 O=C(NC(=S)N1CCCc2ccccc21)c1ccco1
#30 CC(C)c1ccc(NC(=O)c2ccc(Br)o2)cc1
#31 COc1cc(C(=O)ONC(=O)c2ccc(OC(F)F)cc2)cc(OC)c1OC
#32 Cc1cc(=O)n2nc(N3CCCC3C(=O)NCCCN3CCCCC3)sc2n1 (stereo unspecified)

screen / no.,25,26,27,28,29,30,31,32
BAZ2B block,1%,u,5%,u,u,6%,-34%,-3%
HP1b chromo inh,22%,17%,39%[activator],30%,19%,2%,16%,12%
PI4K2A inh,-1,-3,-4,4,4,-1,5,-3
JMJD2A Tudor,-6%,-26%,-18%,-24%,-22%,-1%[11.4 µM],-7%,-5%
G9a block,11%[59 µM],-47%[59 µM],9%,u,45µM*,-17%[59 µM],u,35%[59 µM]
ALOX12 inh,0%,-21%,419%[activator],u,2%,0%,u,4%
ERG-DNA inh,6%,7%,5%,-6%,4%,-3%,-5%,0%
RGS4 inhibitor,7%,-5%,-4%,3%,-45%,-6%[11.4 µM],-9%,-1%
GLS inhibitor,-11%,2%,4%,0%,-4%,-21%,-12%,15%

Profiles, quoted from the list. Values in the order: BAZ2B block	HP1b chromo inh	PI4K2A inh	JMJD2A Tudor	G9a block	ALOX12 inh	ERG-DNA inh	RGS4 inhibitor	GLS inhibitor
`N#Cc1c(-c2ccc(Cl)cc2)n(O)c2ccccc12` in the list: x	-3%	1	-31%	x	x	2%	14%	17%
`O=C(CSc1nc(-c2ccc(F)cc2)[nH]c1-c1ccccc1)NCC1CCCO1` (stereo unspecified) in the list: u	17%	-3	-26%	-47%[59 µM]	-21%	7%	-5%	2%

Later entries.
#33 CCN(CC)C(=O)Oc1ccc2c(=O)c(-c3ccccc3)coc2c1
#34 Cc1cccc(N(C(=O)c2snc(C(N)=O)c2N)C(C(=O)NCC2CCCO2)c2c[nH]c3ccccc23)c1 (stereo unspecified)
#35 CCn1ccnc1CN(C)Cc1cn(-c2ccc(C)cc2)nc1-c1ccc(F)cc1
#36 NC(=O)c1ccc(NC(=O)COC(=O)c2ccc3c(c2)OCO3)cc1
#37 COc1ccc(OC)c(S(=O)(=O)Nc2cccc(-c3ccc(N4CCCCC4)nn3)c2)c1
#38 COC(=O)c1c(NC(=O)CCCOc2cccc(C)c2)sc2c1C(C(=O)OC)CC2 (stereo unspecified)
#39 O=C1CN(C(=O)COC(=O)c2cccc(S(=O)(=O)NCc3ccccc3)c2)c2ccccc2N1
#40 COC(=O)c1ccc(CN2C(=O)C(C)N(C(=O)c3c(F)cccc3F)c3ccccc32)cc1 (stereo unspecified)

screen / no.,33,34,35,36,37,38,39,40
BAZ2B block,0%,-26%,50µM*,9%,-2%,35µM*,-2%,-6%
HP1b chromo inh,26%,8%,u,35%[activator],u,u,14%,24%
PI4K2A inh,-26,2,-5,-1,3,-4,10,2
JMJD2A Tudor,3%,-22%,u,-7%,u,u,-11%,-16%
G9a block,1%[59 µM],-10%,-16%[0.501 µM],-6%[59 µM],3.5µM*,1.1µM*,-6%[12.7 µM],9%
ALOX12 inh,2%&24%,-13%,-15%,19%,-22%,-5%,-40%,37%
ERG-DNA inh,9%,-4%,-7%,13%,-1%,2%,4%,-11%
RGS4 inhibitor,-11%,9%,-16%,0%,u,-114%,-10%,-19%
GLS inhibitor,-9%,-18%,-3%,4%,-3%,-13%,-14%,-11%

Source: PubChem BioAssay
